PolyA inhibitor = polyadenylation inhibitors in yeast reporter cells, primary screen, luminescence, S. cerevisiae | S. cerevisiae SKY197-pL101 polyadenylation reporter, beta-gal luminescence; efflux-impaired pdr1/pdr3 knockout yeast; score 100 = 6 SD above DMSO | calls only at 12 µM | 300,000 tested, 0.02% active;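 active = lowest replicate activity score at least 50, where 100 means six control SD above control mean; inconclusive = lowest score under 50 but half or more replicates reach 50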;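 also: yeast exposed to compound for 9 h at 30 °C; higher score means more reporter readthrough which indicates perturbed polyadenylation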
RGS4 act = RGS4 potentiators or activators, primary screen, cell-based, HEK293 M3R inducible RGS4, calcium flux; carbachol calcium flux Fluo4; stronger effect = lower value; B-score at 10 µM; 310,000 tested, 0.92% active; AID 463111, 2010;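 active = B-score of the integrated calcium signal more than 4 SD below the library mean, with starting fluorescence not abnormally high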;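 also: negative B-score means reduced calcium response which marks RGS4 activation or potentiation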
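Also added: carbachol at ECmax as muscarinic agonist stimulus; Assay system: HEK293 cells with stable M3R and inducible RGS4; Timing: overnight RGS4 induction, 30 min dye load 37 °C, 20 min compound RT; Measured by: Fluo4-AM (2 µM) calcium-flux fluorescence, kinetic read.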
KCNQ1 inh = inhibitors of human KCNQ1 channel, primary screen, cell-based, thallium flux, high-throughput; Potassium voltage-gated channel subfamily KQT member 1 (Homo sapiens), P51787; CHO-K1 KCNQ1, FluxOR thallium flux fluorescence; stronger effect = higher value; B-score at 10 µM; 310,000 tested, 1.3% active; AID 2642, 2010;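 active = compounds whose thallium flux B-score, printed positive for inhibition, exceeds three library SD while starting fluorescence stays within three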;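 also: channel opened by potassium depolarization with thallium stimulus after 20 min compound exposure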
Target sequence (P51787 whole entry, looked up): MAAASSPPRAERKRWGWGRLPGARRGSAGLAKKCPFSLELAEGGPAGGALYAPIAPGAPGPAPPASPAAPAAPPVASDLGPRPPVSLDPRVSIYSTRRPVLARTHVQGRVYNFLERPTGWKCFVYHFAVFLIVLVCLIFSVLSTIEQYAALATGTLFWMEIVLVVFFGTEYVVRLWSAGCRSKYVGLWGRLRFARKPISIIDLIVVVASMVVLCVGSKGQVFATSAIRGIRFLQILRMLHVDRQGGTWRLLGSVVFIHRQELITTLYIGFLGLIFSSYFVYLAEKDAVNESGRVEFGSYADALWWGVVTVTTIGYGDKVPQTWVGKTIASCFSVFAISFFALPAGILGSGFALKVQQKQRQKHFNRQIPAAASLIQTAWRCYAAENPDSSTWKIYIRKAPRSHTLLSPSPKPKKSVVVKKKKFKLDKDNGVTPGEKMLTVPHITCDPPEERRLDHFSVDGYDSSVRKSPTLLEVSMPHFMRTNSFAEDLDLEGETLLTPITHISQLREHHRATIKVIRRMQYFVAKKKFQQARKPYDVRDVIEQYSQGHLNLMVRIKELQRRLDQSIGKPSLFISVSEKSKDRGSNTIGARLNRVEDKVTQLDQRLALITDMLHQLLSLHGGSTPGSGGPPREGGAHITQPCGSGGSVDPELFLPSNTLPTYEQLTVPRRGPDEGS
KCNQ1 pot = potentiators or activators of KCNQ1 channel, primary screen, cell-based, thallium flux, high-throughput | Potassium voltage-gated channel subfamily KQT member 1 (Homo sapiens), P51787 | B-score at 10 µM | 310,000 tested, 0.35% active | CHO-K1 KCNQ1, thallium flux FluxOR fluorescence; stronger effect = higher value;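 active = fluorescence ratio B-score, a plate-corrected score, at least three library SD, with initial intensity B-score within 5 SD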
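Material: CHO-K1 cells stably expressing KCNQ1. Medium: assay buffer for compound exposure, DMSO matched across wells. Reagent: K+/Tl+ depolarizing stimulus. Compound dosing: single-concentration screen. Times: 37 °C overnight plating, 90-min dark dye load, 20-min compound pretreatment. Technique: FluxOR Tl+ flux fluorescence.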
GSK3beta inhib = human GSK3beta kinase inhibitors, primary screen, biochemical, cell-free homogeneous, HTS. Glycogen synthase kinase-3 beta (Homo sapiens), P49841. GST-GSK3beta kinase, ADP-Glo luminescence, 60 min; stronger effect = lower value. activity score (negative = inhibition), % at 10 µM. 300,000 tested, 0.038% active. AID 2097, 2009;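 active = more than half of replicate wells score below -50%, meaning over 50% inhibition versus plate controls; inconclusive = some replicates but at most half score below -50%; inactive = no replicate scores below -50%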;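 also: 0% = median DMSO wells and -100% = median GW8510 positive control wells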
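Test system: GST-fused GSK3beta enzyme, cell-free | Quantity: 1.6 ng GST-GSK3beta enzyme per well | Reagent: 25 µM ATP with peptide substrate | Schedule: 60 min enzyme reaction, room temperature | Signal: Luminescent ADP-Glo measurement of ADP formed | Read-out basis: Score relative to plate controls | Control set: DMSO and 20 µM GW8510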
hERG rescue = hERG rescue from dofetilide block, primary screen, cell-based, CHO-hERG, FluxOR thallium flux, dofetilide IC70 | Voltage-gated inwardly rectifying potassium channel KCNH2 (Homo sapiens), Q12809 | dofetilide IC70 present | activation (rescue from dofetilide block), less the hit threshold, % at 10 µM | 310,000 tested, 0.51% active | AID 1511, 2009;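 active = activation above the mean of controls blocked by dofetilide plus 5 SD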;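 also: thallium influx through hERG after potassium depolarization seen as dye fluorescence rise; in these data hits start at about 4.7%; inactives centre near -7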
KCNK3 inh = human KCNK3 channel inhibitors, primary screen, CHO cells, FluxOR thallium flux, B-score; Potassium channel subfamily K member 3 (Homo sapiens), O14649; FluxOR fluorescence; stronger effect = lower value; B-score at 10 µM; 340,000 tested, 0.84% active; AID 602410, 2012;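 active = B-score under library mean minus 4 SD, starting fluorescence ratio at most library mean plus 5 SD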;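 also: more negative B-score means stronger inhibition of thallium flux through KCNK3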
DYRK1A inh = rat Dyrk1A kinase inhibitors, primary screen, biochemical, single point, plate reader; Dual specificity tyrosine-phosphorylation-regulated kinase 1A (Rattus norvegicus), Q63470; ADP-Glo luminescence, NFATc1 peptide; inhibition, % at 12.5 µM; 310,000 tested, 0.43% active; in the data active = inhibition above about 50%;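 also: plate controls were vehicle with enzyme for no effect and no enzyme for full effect; many of its hits are not listed in these tables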
HDAC3 inhib = HDAC3 deacetylase inhibitors, primary screen, biochemical, fluorescence, cell-free homogeneous; recombinant HDAC3, fluorogenic peptide/trypsin coupled; inhibition, % at 8.3 µM; 320,000 tested, 0.15% active; AID 2718, 2010; in the data active = inhibition above about 26%, passing the limit was not always enough; inconclusive = no clear call, values can overlap the other calls
KCNK9 block = KCNK9 potassium channel inhibitors, primary screen, HEK293 cells, thallium flux. 310,000 tested, 1.2% active. B-score at 10 µM. FluxOR thallium flux fluorescence; stronger effect = lower value. Potassium channel subfamily K member 9 (Homo sapiens), Q9NPC2. AID 488922, 2010;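 active = ratio B-score over 3 SD below the library mean, with starting fluorescence within 5 SD of its mean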;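 also: negative B-score means less thallium flux so channel inhibition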
Target sequence (Q9NPC2 whole entry, looked up): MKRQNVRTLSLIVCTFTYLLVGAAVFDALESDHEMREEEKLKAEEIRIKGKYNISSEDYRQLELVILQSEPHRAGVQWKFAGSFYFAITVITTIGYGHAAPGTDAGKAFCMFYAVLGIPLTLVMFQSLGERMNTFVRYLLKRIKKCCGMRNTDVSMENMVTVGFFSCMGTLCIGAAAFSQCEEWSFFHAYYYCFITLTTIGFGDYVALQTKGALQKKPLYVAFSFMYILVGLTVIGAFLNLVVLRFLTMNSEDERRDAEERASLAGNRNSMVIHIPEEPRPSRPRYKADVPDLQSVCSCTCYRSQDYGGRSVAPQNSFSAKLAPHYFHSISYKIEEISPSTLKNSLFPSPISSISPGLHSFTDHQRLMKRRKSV
GSK3 alpha inh = blockers of GSK3A enzyme activity – biochemical, luminescence, cell-free homogeneous, HTS, primary screen. 320,000 tested, 0.1% active. inhibition, % at 10 µM. Glycogen synthase kinase-3 alpha (Homo sapiens), P49840. GSK-3 alpha kinase, ADP-Glo luminescence, 60 min;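 in the data active = inhibition above about 50%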;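 also: GST-tagged GSK-3 alpha with peptide substrate and 25 µM ATP; 0% = DMSO neutral wells and 100% = GW8510 positive control wells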
Starred values were filed as active, the others as inactive; i = inactive; ? = inconclusive; · = not tested or not shown. A portion of the library; the hit share may differ from the screen's.

SMILES	PolyA inhibitor	RGS4 act	KCNQ1 inh	KCNQ1 pot	GSK3beta inhib	hERG rescue	KCNK3 inh	DYRK1A inh	HDAC3 inhib	KCNK9 block	GSK3 alpha inh
CCOc1cc(C2C3=C(CC(C)(C)CC3=O)Nc3n[nH]c(C)c32)ccc1O (stereo unspecified)	i	i	i	i	-61*	-3	i	-2	5	i	94*
COc1ccc(-c2cc(-c3ccc(O)cc3)nc(N)c2C#N)cc1OC	i	i	i	i	-4	-26	i	-4	-11	i	-4
CCN(CC)P(=O)(Nc1ccc(SC(F)F)cc1)c1ccc(N(C)C)cc1NC(=O)c1ccco1 (stereo unspecified)	i	i	i	i	3	-18	i	1	14	i	-2
CC(C)CNC(=O)c1ccccc1Oc1ccccc1	i	i	i	i	1	-9	i	6	-5	i	0
COc1ccc(C(C)(C)C)cc1NC(=O)CNc1cccc2ccccc12	i	i	i	i	3	-14	i	-10	-3	i	0
C=CCNC(=S)/C(=C(\[O-])c1ccc(Cl)cc1)[n+]1ccccc1	i	i	i	i	-3	-4	i	-1	-3	i	3
CCOc1ccccc1/C=C(/NC(=O)c1ccccc1)C(=O)NC(C)c1ccccc1 (stereo unspecified)	i	i	i	i	0	-18	i	-2	1	i	1
O=C(CSc1ncn[nH]1)N1CCN(S(=O)(=O)c2ccc(Cl)cc2)CC1	i	i	i	i	2	-8	i	-6	-1	i	-7
CCOC(=O)CCCc1ccc(/C(C)=N/NC(N)=S)cc1	i	i	i	i	1	-8	i	1	2	i	0
Cc1cc(C(=O)NC2CCCCCCC2)ccc1[N+](=O)[O-]	i	i	i	i	-1	-12	i	1	-5	i	-3
CC(C)CC(=O)N1CCN(Cc2ccc(Cl)cc2)CC1	i	i	i	i	0	-8	i	-5	11	i	-3
Cc1cccc2c(CC(=O)O)noc12	i	i	i	i	1	-4	i	3	0	i	1
O=C(COc1ccc(Cl)cc1)Nc1ccc(Cl)cn1	i	i	i	i	1	-3	i	-3	-2	i	-1
CCc1nnc(NS(=O)(=O)c2ccc(NC(=O)c3cccc(OC(F)(F)C(F)F)c3)cc2)s1	i	i	i	i	-10	-12	i	3	6	i	-9
COc1ccccc1CCc1nnc(CCC(=O)NC(C)Cc2cccs2)o1 (stereo unspecified)	i	i	i	i	2	-3	i	-5	7	i	3
COc1cc2c(c(OC)c1OC)-c1c(cc3c(c1O)OCO3)C[C@@H](C)[C@@H](C)C2	i	i	i	i	3	-8	i	3	8	i	1
Cc1cc(C)c(NC(=O)c2ccc(CN3CCc4ccccc4C3)cc2)c(C)c1	i	i	i	i	3	-11	i	11	-2	i	-2
CC(NC(=S)NC(=O)c1ccccc1)c1ccccc1 (stereo unspecified)	i	i	i	i	2	-5	i	15	4	i	2
C[C@]12CCC(O)CC1=CCC1C2CC[C@]2(C)/C(=N\NC(N)=S)CCC12 (stereo partly specified)	i	i	i	i	0	-9	i	-3	-6	i	-1
Cc1nn2cnnc2c(C)c1Cc1ccc(Cl)cc1	i	i	i	i	0	-10	i	-1	-5	i	-2
Cc1cc(SCC(=O)N/N=C/c2ccc(O)c(O)c2)nc2ccccc12	i	i	i	i	-1	0	i	9	6	i	3
O=c1ccc(-c2ccc(S(=O)(=O)Nc3cccc([N+](=O)[O-])c3)s2)n[nH]1	i	i	i	i	4	-5	i	0	4	i	0
CCCCN(C(=O)c1cccc(-n2cccc2)c1)c1c(N)n(CCCC)c(=O)[nH]c1=O	i	i	i	i	-1	-7	i	0	0	i	-3
Cc1cccc(OCC(=O)NC(=S)Nc2ccc(S(=O)(=O)NC3CCCCC3)cc2)c1	i	i	i	i	19	-10	i	-6	19	i	-1
CCOc1ccc(N2C(=O)CN(c3cccc4ccccc34)C2=S)cc1	i	i	i	i	4	4	i	-2	2	i	-2
Cc1[nH]c(N=Nc2ccccc2)nc1N=Nc1ccccc1	i	i	i	i	-3	-13	i	13	8	i	·
Cc1ccc(CSCc2ccc(C(=O)NCCC(C)C)o2)cc1	i	i	i	i	-2	-6	i	-7	8	i	-2
CNC(=O)c1cc(C(=O)c2ccc(C(F)(F)F)cc2F)c[nH]1	i	i	i	i	2	0	i	1	7	i	-2
CCN(CC)C(=S)NC(=O)C12CC3CC(CC(C3)C1)C2	i	i	i	i	1	-5	i	-1	7	i	0
Cc1cnc(C(=O)OCC(=O)Nc2ccc(C)c(S(=O)(=O)N(C)C)c2)cn1	i	i	i	i	0	-11	i	1	1	i	-1
CCN(c1ccc(NC(=O)COC(=O)c2ccc(C)s2)cc1)C(C)C	i	i	i	i	1	-9	i	-6	-6	i	-2
C/C(=N\NC(=O)C(N)=O)c1ccc(NC(=O)c2cccs2)cc1	i	i	i	i	-4	-10	i	-4	7	i	-2
CCC(C)OC(=O)n1ccc(C(=O)Nc2nccs2)n1 (stereo unspecified)	i	i	i	i	-11	-1	i	6	8	i	-2
COc1ccc(NC(=O)C(NC(=O)c2ccc(=O)[nH]c2)c2ccc(C)cc2)cc1 (stereo unspecified)	i	i	i	i	4	-8	i	-1	9	i	9
CC1(C)CC(=O)C2=C(C1)OC1=C(C(=O)CC(C)(C)C1)C2c1cc([N+](=O)[O-])cc([N+](=O)[O-])c1O	i	i	i	i	2	-1	i	-5	7	i	-4
Cc1ccc(-c2oc3ncnc(N)c3c2-c2ccc(C)cc2)cc1	i	i	i	i	27	-8	i	-2	1	i	-2
O=C(N/N=C/c1cccc(O)c1)N/N=C/c1cccc(O)c1	i	i	i	i	-14	-5	i	54*	10	i	19
COc1ccc(OC)c(S(=O)(=O)N(C)CC(=O)Nc2ccc3c(c2)OCO3)c1	i	i	i	i	2	-7	i	2	-1	i	-3
O=C(O)CNc1ccccc1C(=O)O	i	i	i	i	2	-13	i	-4	-15	i	-2
CC(C)Sc1nc2ncnc(N)c2[nH]1	i	i	i	i	0	-7	i	19	-8	i	5
CCOc1ccccc1NC(=S)N1CCN(c2cccc(OC)c2)CC1	i	i	i	i	-3	-18	i	15	-2	i	1
Cc1c(Cl)cccc1NC(=O)C1C2C=CC(C2)C1C(=O)O (stereo unspecified)	i	i	i	i	1	-8	i	12	3	i	-5
Cc1ccc(S(=O)(=O)NC2=NCN(CCOC(=O)c3ccccc3)CN2)cc1	i	i	i	i	-2	-14	i	-2	-3	i	-4
COc1ccc(-c2nc(SC)n(C(=O)c3ccco3)n2)cc1	i	i	i	i	2	-4	i	-1	?	i	-2
O=c1c2cn[nH]c2[nH]c(=S)n1-c1ccccc1	i	i	i	i	0	-9	i	10	5	i	1
NCCCC[C@H]1CN=C(N)N1CCc1cccc2ccccc12	i	i	i	i	-9	-5	i	6	-6	i	3
C#CCOCCOCCOCCNc1nc(N2CCN(C(=O)[C@H]([C@@H](C)CC)n3cc([C@@H](N)Cc4ccc(O)cc4)nn3)CC2)nc(N2CCN(C(=O)[C@H](Cc3cc4ccccc4[nH]3)n3cc([C@@H](N)C(C)CC)nn3)CC2)n1 (stereo partly specified)	i	i	i	i	1	-7	·	·	?	i	-1
O=C(c1cccc(Cl)c1)C1CCCN(Cc2ccc(N3CCNC3=O)cc2)C1 (stereo unspecified)	i	i	i	i	1	-5	i	2	1	i	-2
NC(=O)[C@@H]1[C@@H]2C(=O)N(c3ccc(F)cc3)C(=O)[C@@H]2[C@H]2C=Cc3ccccc3N21	i	i	i	i	-3	-7	i	·	2	i	-1
Cc1ccnc(NC(=O)CCC2CCCCC2)c1	i	i	i	i	-1	-14	i	0	9	i	1
CC(=O)Nc1ccc(NS(=O)(=O)c2cc(-c3cnc(C4CC4)o3)ccc2C)cc1	·	i	i	i	5	-4	i	·	-1	i	2
Cc1ccc(-n2c(SCC(N)=O)nc3c(oc4ccccc43)c2=O)cc1	i	i	i	i	2	-2	i	-2	-5	i	-5
CC12C=CC3(CN(Cc4ccccc4)C(=O)C3C1C(=O)NCc1ccco1)O2 (stereo unspecified)	i	i	i	i	3	-10	i	-1	2	i	-2
O=C(O)COC(=O)C1C(c2ccccc2)C(C(=O)O)C1c1ccccc1 (stereo unspecified)	i	i	i	i	0	-3	i	2	1	i	-2
CN(Cc1ccco1)C(=O)C(Cc1ccccc1)NS(=O)(=O)c1ccc2c(c1)CCC(=O)N2 (stereo unspecified)	i	i	i	i	1	1	i	-1	-1	i	-4
COc1cccc(CN2CCNC(=O)C2CC(=O)NCCCN2CCCC2=O)c1 (stereo unspecified)	i	i	i	i	2	-6	i	0	1	i	-2
COc1cccc(Nc2nc(N)c([N+](=O)[O-])c(N3CCOCC3)n2)c1	i	i	i	i	-1	-5	i	31	1	i	14
Cc1cccc(OCc2nnc(SCC(=O)N3CCc4ccccc43)n2C)c1	i	i	i	i	3	-9	i	-7	-9	i	-1
OCC[C@@H]1C[C@H](O)[C@@H](O)[C@]2(Cc3ccccc3O2)O1	i	i	i	i	-1	-5	i	30	1	i	0

Screens as filed in PubChem.
